# Compound activity: PubChem BioAssay, National Center for Advancing Translational Sciences (NCATS)
# TRPV1 ag: human TRPV1 agonism; 0.19% of 320,000 active; Q8NER1; TRPV1-expressing cells, Fluo-8 calcium influx, agonist mode; activation, % at 8.33 µM; in the data active means activation above about 80%; inconclusive means between about 30% and that limit; further: 0% is about no effect
#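 Cells expressing TRPV1 were dye-loaded with Fluo-8 and read kinetically: 10 s baseline, 3 min after compound (agonist portion), then 2 min after EC20 capsaicin (allosteric enhancer portion). Calcium-bound dye fluorescence at 480/520 nm.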
# RORgamma inh: inhibitors of mouse ROR gamma transcriptional activity; P51450; Drosophila S2 Gal4-RORgamma UAS-luciferase reporter, 20 h; Potency, µM (highest dose often 53.6 µM), without a hit: top-dose activity change, negative = inhibition, hits mostly inhibitors; 5.4% of 310,000 active; AID 2551; further: potency means the concentration at half of the fitted maximal effect; on the % scale 0 is the no-effect control and ±100 the full control effect; nearly all actives have a fitted effect of over 60% in size
#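 Stable Schneider cell line, Gal4 DNA-binding domain fused to ROR gamma, UAS-luciferase. Cmpd 1 hr RT → CuSO4 700 uM final → 20 hr RT → luciferase reagent 10 min → luminescence.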
# FLuc modulator: inhibits or activates purified firefly luciferase, miR-21 counter-screen; P08659; purified FLuc, Km substrates, luminescence inhibition; Potency, µM (highest dose often 57.5 µM), for inactives: at the top dose activity change, negative = inhibition, usual class: inhibitors; 6.9% of 360,000 active; AID 588342;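 further: potency means the concentration at half of the fitted maximal effect; plate controls were vehicle for no effect and reference inhibitor for full effect; nearly all actives have a fitted effect of over 55% in size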
# Target sequence (P08659 whole entry, looked up): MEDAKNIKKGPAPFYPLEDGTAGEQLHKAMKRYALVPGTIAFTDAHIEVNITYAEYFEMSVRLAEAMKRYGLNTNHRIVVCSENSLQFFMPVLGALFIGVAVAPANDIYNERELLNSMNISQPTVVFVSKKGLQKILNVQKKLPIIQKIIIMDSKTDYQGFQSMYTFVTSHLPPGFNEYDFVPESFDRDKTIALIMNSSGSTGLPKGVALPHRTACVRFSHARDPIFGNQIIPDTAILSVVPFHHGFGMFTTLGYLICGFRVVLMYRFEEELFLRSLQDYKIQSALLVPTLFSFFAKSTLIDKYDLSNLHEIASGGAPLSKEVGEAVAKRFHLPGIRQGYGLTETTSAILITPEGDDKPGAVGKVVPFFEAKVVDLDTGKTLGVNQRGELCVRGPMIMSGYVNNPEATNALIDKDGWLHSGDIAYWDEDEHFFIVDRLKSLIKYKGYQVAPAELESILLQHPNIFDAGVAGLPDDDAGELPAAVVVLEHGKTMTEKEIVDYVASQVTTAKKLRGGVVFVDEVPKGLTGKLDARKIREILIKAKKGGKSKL
#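 Purified P. pyralis luciferase, 10 nM final, with Km-level 10 uM D-luciferin and 10 uM ATP in 50 mM Tris acetate pH 7.5, 10 mM Mg acetate, 0.01% Tween-20, 0.05% BSA; 6-point qHTS titration about 60 µM downward; luminescence read.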
# Tb PFK block: inhibitors of T. brucei phosphofructokinase. O15648. Potency, µM (titrated, usually from 57.5 µM), without a hit: at the highest dose activity, negative = inhibition, actives largely listed as inhibitors. 0.17% of 330,000 active. T. brucei PFK, ADP-Glo luminescence;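 further: potency means the concentration at half of the fitted maximal effect; 0% = uninhibited 1x PFK enzyme wells and -100% = no-enzyme wells; nearly all actives have a fitted effect of over 60% in size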
# Target sequence (O15648 whole entry, looked up): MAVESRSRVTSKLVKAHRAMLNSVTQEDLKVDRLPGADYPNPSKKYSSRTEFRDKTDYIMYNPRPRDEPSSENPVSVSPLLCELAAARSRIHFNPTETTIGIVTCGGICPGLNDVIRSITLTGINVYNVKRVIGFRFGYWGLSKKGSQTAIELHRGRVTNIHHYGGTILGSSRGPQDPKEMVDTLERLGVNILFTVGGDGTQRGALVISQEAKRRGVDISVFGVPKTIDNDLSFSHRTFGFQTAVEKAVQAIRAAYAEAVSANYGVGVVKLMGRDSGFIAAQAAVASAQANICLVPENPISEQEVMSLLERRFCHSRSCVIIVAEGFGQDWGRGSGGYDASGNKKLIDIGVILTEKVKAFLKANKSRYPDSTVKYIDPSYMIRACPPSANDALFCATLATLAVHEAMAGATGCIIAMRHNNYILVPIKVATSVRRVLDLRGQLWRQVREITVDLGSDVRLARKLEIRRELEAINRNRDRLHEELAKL
#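 Luminescent ADP detection (ADP-Glo, two-step: ATP depletion then ADP-to-ATP conversion for luciferase) reported PFK activity after 45 min room-temperature reaction of 1.25 nM enzyme with 0.5 mM F6P and 0.1 mM ATP at pH 8.0.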
# ELG1 genotox: genotoxicity induction in ELG1-luciferase HEK293T cells; HEK293T ELG1-luciferase reporter, luminescence, 16 h; Potency, µM (doses to about 46 µM), for inactives: at the top dose activity change, positive = activation, hits mostly activators; 1.3% of 330,000 active; AID 504466; further: potency means the concentration at half of the fitted maximal effect; % of control where 0% means no effect; nearly all actives have a fitted effect of over 60% in size
#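 After overnight (16 hr) compound treatment at 37 °C, ELG1-luciferase HEK293T cells were lysed with ONE-Glo; luminescence quantified 30 min later at room temperature.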
# NPC1 promoter act: NPC1 promoter activation; Huh7 NPC1 promoter luciferase reporter, 24 h; Potency, µM (series often up to 9.22 µM), for the others: at the highest dose activation, hits mostly activators; 2.4% of 320,000 active; AID 485313;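 further: potency means the concentration at half of the fitted maximal effect; % of control where 0% means no effect; nearly all actives have a fitted effect of over 60% in size; reporter is driven by a mutant NPC1 promoter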
#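 Cells: Huh7 expressing luciferase under the NPC1 promoter, 1500/well. Seeded 2 h, compound added, incubated 24 h at 37 °C. Luciferase reagent, 10 min ambient, then luminescence.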
# p53 reactivator: mutant p53 re-activation in reporter cells. 0.063% of 320,000 active. H1299 p53-A138V BP100-luciferase reporter, luminescence, 24 h. Potency, µM (highest dose often 92.2 µM), for the others: at the top dose activity change, positive = activation, usual class: activators; further: potency means the concentration at half of the fitted maximal effect; % of control where 0% means no effect; nearly all actives have a fitted effect of over 45% in size
#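 H1299 (p53-null), stable ts p53-A138V + BP100-Luc; 1000 cells/well, Opti-MEM/10% FBS; cpd 4 pt, 1:5; 24 h, 37 deg C, 5% CO2; detection reagent 10 min RT; luminescence.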
# Gal4-VP16 FLuc: counter-screen for ROR gamma inhibitors: Gal4-VP16 reporter; 3.5% of 310,000 active; Drosophila S2 Gal4-VP16 UAS-luciferase, luminescence, 20 h; AID 2546; Potency, µM (highest dose often 53.6 µM), inactives show at the top dose activity, negative = inhibition, hits mostly inhibitors;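 further: Gal4-VP16 expression switched on by copper sulfate through the metallothionein promoter; potency means the concentration at half of the fitted maximal effect; on the % scale 0 is the no-effect control and ±100 the full control effect; nearly all actives have a fitted effect of over 50% in size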
# BRCA1 expr up: BRCA1 expression activation; MCF7-BRCA1-FFLuc reporter, luminescence, 48 h; response scale: scaled: vehicle 0%, 10 µM genistein 100%; Potency, µM (doses to about 46.1 µM), for inactives: at the top dose activation, usual class: activators; AID 624202; 1.1% of 380,000 active; further: potency means the concentration at half of the fitted maximal effect; nearly all actives have a fitted effect of over 80% in size; some results filed as inactive show a strong effect at the top dose
#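 Quantitative HTS in MCF7 cells stably reporting BRCA1 expression via firefly luciferase. Compound treatment lasts 48 h at 37 °C in phenol-red free MEM. Activation is expressed relative to genistein at 10 microM and DMSO.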
# Rab9 prom act: Rab9 promoter activation | Huh7 Rab9 promoter-luciferase reporter, luminescence, 24 h | Potency, µM (doses to about 9.22 µM), without a hit: at the highest dose activation, negative = inhibition, most hits filed as activators | 2.8% of 320,000 active | AID 485297; further: potency means the concentration at half of the fitted maximal effect; % of control where 0% means no effect; nearly all actives have a fitted effect of over 60% in size
#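 Measured in stably transfected Huh7 cells bearing a Rab9 promoter–luciferase construct: 24 h compound treatment at 37 °C, followed by luminescence detection.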
# ELG1 DNA repair: inhibitors of ELG1-dependent DNA repair in HEK293T cells; HEK293T ELG1-luciferase reporter, luminescence, 16 h; DNA damage induced by 5-fluorouridine; Potency, µM (doses to about 46.1 µM), for inactives: at the highest dose activity change, negative = inhibition, actives largely listed as inhibitors; 2.3% of 330,000 active; AID 504467; further: potency means the concentration at half of the fitted maximal effect; on the % scale 0 is the no-effect control and ±100 the full control effect; nearly all actives have a fitted effect of over 55% in size
#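 HEK293T cells expressing luciferase-tagged ELG1 (2,000/well) received 5-Fluorouridine plus compound or DMSO for 16 hr at 37 °C. Luciferase was read by ONE-Glo luminescence after 30 min at room temperature.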
# * = called active by the depositor; ? = inconclusive; nt = not tested or not shown; [ ] = remark or other dose. Unless noted, the call rests on the fitted dose curve; in most records, active means well fitted curve in the direction sought with a large enough effect; inconclusive means small, poorly fitted or top-dose-only effect, or another doubt; inactive means no such curve, though single readings can be large; an effect the other way counts as inactive or inconclusive.
# Order of results: TRPV1 ag	RORgamma inh	FLuc modulator	Tb PFK block	ELG1 genotox	NPC1 promoter act	p53 reactivator	Gal4-VP16 FLuc	BRCA1 expr up	Rab9 prom act	ELG1 DNA repair
> COCCn1c(Cc2ccccc2)nnc1SCC(=O)NC1CC1
→ 3	-13%	1%	-3%	2%	0%	2%	2%	0%	4%	28%
> O=C1C(NS(=O)(=O)c2ccc(Cl)cc2)=C(N2CCCCC2)C(=O)c2ccccc21
→ 12	-40%	-4%	-8%	-8%	-2%	16%	?	-50%	-10%	-25%
> CC1CCCCC1NC(=S)Nc1cccc(S(=O)(=O)N(C)C)c1 (stereo not given)
→ 3	?	3%	-3%	-4%	1%	-5%	5%[10 µM]	-25%	-11%	-18%
> CCOC(=O)C(C)Sc1nc(=O)n2cc(C)ccc2n1 (stereo not given)
→ 2	17%	-1%	-4%	6%	-1%	-2%	25%	22%	-27%	20%
> O=C(CCNS(=O)(=O)c1cccc2nonc12)NC1CCCc2ccccc21 (stereo not given)
→ 4	11%	-1%	-2%	-8%	1%	-14%	1%	-31%	-3%	0%
> CC(C)c1ccc(C2(C)NC(=O)N(C(C)C(=O)Nc3ccc(N4CCOCC4)cc3)C2=O)cc1 (stereo not given)
→ 1	nt	7%	2%	-1%	-2%	3%	nt	-35%	1%	-19%
> Cc1ccc(OCCn2cnc3sc(C(N)=O)c(C)c3c2=O)cc1
→ 1	?	-2%	2%	-3%	-7%	-3%	3%	nt	-1%	?
> COc1ccc(Oc2ccc(N/C=C/C(=O)C(C)(C)C)cc2)cc1
→ 6	21%	-19%	7%	-3%	-4%	0%	-3%	42%	11%	15%
> CCOC(=O)N1CCN(C(=O)CSc2ccc(-c3cccc(OC)c3)nn2)CC1
→ -5	32%	?	-2%	-4%	-1%	-3%	-14%	-10%	-4%	?
> CC1CCCCC1NC(=S)NC(=O)c1sc2ccccc2c1Cl (stereo not given)
→ 6	-9%	?	0%	4%	-3%	4%	6%	50%	14%	26%
> Cc1cc(C)n2nc(C(=O)NCCc3ccccc3)nc2n1
→ -2	-43%	?	5%	23µM*	?	8%	-6%	?	22%	?
> O=c1cc(CN2CCN(c3ccccc3)CC2)c2c(ccc3ccccc32)o1
→ 3	?	4%	1%	-4%	-3%	-6%	-13%	-36%	0%	?
> COc1cccc(NC(=O)CSc2nc3c(c(-c4ccco4)c2C#N)CCCC3)c1
→ -2	30%	-1%	1%	-1%	-5%	1%	-12%	1%	1%	-3%
> CCOc1ccccc1C(=O)NN1CCOCC1
→ -4	-2%	-2%	2%	3%	-1%	16%	0%	-11%	3%	4%
> CCOC(=O)C1CCN(S(=O)(=O)Cc2ccccc2)CC1
→ 4	17%	-1%	1%	-3%	2%	7%	-1%	8%	17%	4%
> O=C(Nc1cccc2cccnc12)c1cc(F)c(F)cc1Cl
→ 2	-1%	?	-3%	13%	3%	22%	0%	25%	15%	?
> CCNC(=O)C1CCCN1S(=O)(=O)c1ccc(OC)cc1 (stereo not given)
→ 1	-19%	6%	nt	nt	nt	nt	-1%	-10%	nt	nt
> Cc1cccc(C(=O)NCCc2n[nH]c(=S)n2C)c1
→ 4	?	0%	-11%	-2%	0%	-3%	-17%	-5%	1%	15%
> COCCCNC(=O)Cn1nc(-c2ccccc2OC)ccc1=O
→ 1	-13%	-2%	-2%	4%	0%	5%	3%	6%	1%	-7%
> Cc1ccc2oc(=O)c3cc(C(=O)NCc4ccco4)sc3c2c1
→ nt	?	6%	2%	6%	-4%	8%	?	-25%	-1%	?
> COc1cc(/C=C/C(=O)c2ccc3c(c2)OCO3)cc(Cl)c1O
→ ?	-18%	8.5µM*	9%	-2%	-4%	14%	-3%	-18%	1%	-11%
> CCOc1ccc(C(C)=O)cc1N1C(=O)C2C3C=CC(O3)C2C1=O (stereo not given)
→ -2	6.3µM*	?	?	1%	-5%	-12%	6.3µM*	-7%	0%	?
> CC(C)(C)c1cc[n+](/C(C(=S)NC2CC2)=C(/[O-])c2ccc(Cl)s2)cc1
→ 3	?	-5%	-5%	11%	-2%	13%	-20%	-26%	2%	?
> Cc1ccc(-n2ncc(C(=O)Nc3cc(Cl)cc(Cl)c3)c2C2CCNCC2)cc1C
→ -2	?	-1%	-2%	13%	-14%	-5%	-14%	-91%	-4%	?
> CCNC(=O)OCc1cn(-c2ccc(Cl)cc2)nn1
→ ?	42%	-8%	0%	6%	-1%	4%	5%	11%	-4%	28%
> COc1ccc(C(=O)C2CCCN(C(=O)CSC)C2)cc1OC (stereo not given)
→ 5	13%	-1%	-2%	-1%	-1%	0%	-7%	-9%	-1%	-6%
> Cc1ccc(S(=O)(=O)NC(=O)Nc2nc(-c3ccc(F)c(F)c3)cs2)cc1
→ -4	15%	?	-5%	10%	-3%	-2%	-1%	50%	-4%	?
> Cc1cc([N+](=O)[O-])nn1CC(=O)NCc1ccccc1
→ 1	3%	-3%	-5%	-5%	2%	-2%	-3%	10%	-2%	-17%
> O=C(Nc1ccccc1Cl)NC1(C(=O)NCc2ccncc2)CCCCC1
→ -1	1%	0%	-1%	2%	-1%	-5%	-6%	-5%	-4%	-3%
> O=C(NN1CCOCC1)c1cc(-c2ccncc2)nc2ccccc12
→ 0	-26%	-2%	1%	3%	-6%	17%	9%	-3%	1%	4%
> O=C(Nc1ccc2oc(=O)ccc2c1)c1cc([N+](=O)[O-])ccc1N1CCOCC1
→ -2	5%	-1%	-4%	9%	0%	2%	5%	-35%	-4%	?
> CCOc1ccc(S(=O)(=O)c2cn(C)c3cc(OC)c(OC)cc3c2=O)cc1
→ -2	3%	1%	0%	-4%	-1%	10%	1%	-9%	-7%	1%
> Cc1nc(N2CCN(c3ccc(Cl)cc3)CC2)[nH]c(=O)c1C
→ 7	8%	0%	2%	-2%	-5%	-1%	-13%	-12%	-1%	1%
> Cc1ccccc1C(=O)NC1CCN(C(=O)N2CCOCC2)CC1
→ -7	16%	-2%	3%	1%	0%	7%	-17%	3%	-1%	9%
> CCC1CCc2sc(C(=O)NCC(c3ccc(OC)cc3)N3CCCC3)cc2C1 (stereo not given)
→ 5	nt	-12%	0%	-3%	-2%	3%	nt	-76%	-9%	0%
> Nc1cccc2c1nnn2C1OC(CO)C(O)C(O)C1O (stereo not given)
→ 0	-3%	-1%	-2%	0%	-4%	1%	-7%	nt	-1%	-5%
> COc1ccccc1NC(=O)Nc1ccnn1C1CCN(C(=O)c2ccccn2)CC1
→ -1	0%	-2%	0%	0%	1%	9%	2%	-36%	7%	12%
> COc1ccc(CN2C(=O)c3cccnc3C2Nc2ccc(C)cc2)cc1 (stereo not given)
→ ?	21%	1%	-9%	0%	-5%	-2%	-7%	15%	1%	2%
> Cn1c(/C(C#N)=C(\O)c2ccc(Br)s2)nc2ccccc21
→ -5	3.5µM*	2%	1%	5%[9.26 µM]	-1%	26%	?	-48%	4%	?
> CCN(CC)c1ccc(/C=C2/C(=O)N(c3ccc([N+](=O)[O-])cc3)N=C2N2CCOCC2)cc1
→ 2	1%	-2%	0%	1%	1%	-7%	0%	nt	-3%	10%
> COc1ccccc1CNS(=O)(=O)c1ccc2c(c1)NC(=O)CO2
→ 1	3%	6%	2%	0%	-2%	-1%	-11%	-8%	-7%	11%
> O=C(COC(=O)c1cccc(Cl)c1)NCc1ccccc1
→ nt	nt	nt	3%	7%	nt	2%	nt	-11%	nt	?
> COc1ccc(C2NC(=S)NC3=C2N2CCC3CC2)cc1 (stereo not given)
→ -1	-2%	-3%	2%	4%	1%	0%	1%	1%	2%	?
> CNC(=O)N(O)C1N(/N=C/c2ccccc2O)C(=S)SC1(C)C (stereo not given)
→ -6	?	?	0%	3%	-1%	0%	?	-18%	-4%	-3%
> COc1cccc2sc(N3CCN(C(=O)C4COc5ccccc5O4)CC3)nc12 (stereo not given)
→ 13	nt	5%	0%	-5%	-7%	0%	nt	-20%	9%	?
> CC(OC(=O)c1ccc2c(=O)n3c(nc2c1)CCCCC3)C(N)=O (stereo not given)
→ 7	7%	-7%	-2%	5%	-1%	7%	-14%	59%	2%	?
> Cc1cc(C(=O)NCc2cccs2)cs1
→ 2	31%	?	-7%	9%	9%	24%	8%	10µM*	-1%	?
> CCC(C)NC(=O)C1CCN(C(=O)N(C)C)CC1 (stereo not given)
→ 1	-16%	1%	-6%	0%	1%	2%	1%	9%	0%	15%
> O=C(CNC(=O)[C@@H]1Cc2ccccc2CN1)NC1CCCC1
→ 3	8%	3%	0%	1%	14%	-7%	-11%	0%	8%	15%
